From PubChem
Shiga inhibitor = inhibitors of Shiga toxin in Vero cells. Vero cells, Shiga toxin protein synthesis inhibition reporter. inhibition, % at 38.7 µM. actives 9.2% (n = 290,000). AID 2315; in the data active means inhibition mostly above about 28%, no sharp cut-off; inactive means mostly below about 43%; further: 0% is about no effect
Pf growth 96h = inhibits malaria parasite growth, 96 h; Potency, µM (series often up to 28.7 µM), for inactives: at the top dose activity change, negative = inhibition, hits mostly inhibitors; actives 6.9% (n = 320,000); AID 504834; P. falciparum luciferase reporter growth, 96 h; further: potency means the concentration at half of the fitted maximal effect; on the % scale 0 is the no-effect control and ±100 the full control effect
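Readout is luminescence from an integrated firefly luciferase in P. falciparum. Red cells, 2% hematocrit and 0.05% parasitemia final, were cultured with compound through two parasite generations (96 hours) at 37 C, 5% CO2.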
TbPYK inhibitor = blocks Trypanosoma brucei pyruvate kinase; Q57TT1; TbPYK enzyme, Kinase-Glo Plus ATP luminescence, 45 min; Potency, µM (doses to about 76.8 µM), for the others: at the highest dose activity, negative = inhibition, usual class: inhibitors; actives 0.12% (n = 410,000); AID 624173; further: potency means the concentration at half of the fitted maximal effect; on the % scale 0 is the no-effect control and ±100 the full control effect; nearly all actives have a fitted effect of over 50% in size
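TbPYK + substrate in 50 mM TEA pH 7.2, 100 mM KCl, 10 mM MgCl2, 0.05% BSA, 0.01% Tween-20; cpd pinned; ADP 130 uM final; 45 min RT; Kinase-Glo Plus 10 min; luminescence endpoint.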
LmPK inhibitor = blocks Leishmania mexicana pyruvate kinase activity; Q27686; purified LmPK, Kinase-Glo ATP luminescence, 1 h; Potency, µM (titrated, usually from 57.5 µM), inactives show top-dose activity change, negative = inhibition, actives largely listed as inhibitors; actives 0.37% (n = 290,000); AID 1721; further: potency means the concentration at half of the fitted maximal effect; on the % scale 0 is the no-effect control and ±100 the full control effect
Target sequence (Q27686 whole entry, looked up): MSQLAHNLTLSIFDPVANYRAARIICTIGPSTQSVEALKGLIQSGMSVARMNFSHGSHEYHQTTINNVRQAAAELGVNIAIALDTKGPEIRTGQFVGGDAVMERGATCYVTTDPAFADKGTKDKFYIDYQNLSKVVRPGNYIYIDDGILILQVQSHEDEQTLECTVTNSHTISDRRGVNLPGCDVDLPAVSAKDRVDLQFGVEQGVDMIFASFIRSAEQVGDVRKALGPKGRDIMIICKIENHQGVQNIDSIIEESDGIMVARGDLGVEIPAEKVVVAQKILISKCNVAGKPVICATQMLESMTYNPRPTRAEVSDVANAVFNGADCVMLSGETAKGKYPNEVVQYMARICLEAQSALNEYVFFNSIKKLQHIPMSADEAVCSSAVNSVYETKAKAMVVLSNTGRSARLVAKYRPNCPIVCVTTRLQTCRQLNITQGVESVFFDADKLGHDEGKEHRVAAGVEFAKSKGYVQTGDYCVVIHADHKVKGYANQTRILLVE
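Screened at intermediate enzyme activity to detect both inhibitors and activators: LmPK at 0.1 nM, with a 0.5 nM enzyme column as activation reference. PEP 0.5 mM, ADP 0.1 mM; ATP detected by luminescence after 1 h.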
Pf growth 48h = inhibits P. falciparum growth in the first generation, 48 h; Potency, µM (doses to about 28.7 µM), inactives show at the top dose activity change, negative = inhibition, usual class: inhibitors; P. falciparum luciferase growth in erythrocytes, 48 h; actives 5.9% (n = 310,000); further: potency means the concentration at half of the fitted maximal effect; on the % scale 0 is the no-effect control and ±100 the full control effect
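In quantitative HTS format, infected erythrocytes bearing luciferase-reporter parasites were treated for a single generation at 37 C. Luminescence after adding detection reagent served as the growth measure.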
CHX counter = affects cycloheximide protein synthesis inhibition readout, counter-screen; AID 2314; cell reporter, cycloheximide protein synthesis inhibition counterscreen; actives 12% (n = 300,000); max response, %; in the data active means max response mostly above about 13%, no sharp cut-off; inactive means mostly below about 14%; further: read at 38.3 µM for the half of the compounds with a filed dose; 0% is about no effect
AmpC inh no detg = blocks E. coli AmpC beta-lactamase in detergent-free assay. actives 0.52% (n = 330,000). AmpC nitrocefin hydrolysis, absorbance 480 nm, 0.0001% Triton. Potency, µM (titrated, usually from 57.1 µM), for the others: top-dose activity change, negative = inhibition, most hits filed as inhibitors. AID 485341. P00811;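 further: potency means the concentration at half of the fitted maximal effect; plate controls were no compound for no effect and no enzyme for full effect; nearly all actives have a fitted effect of over 20% in size; some results filed as inactive show a strong effect at the top dose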
Target sequence (P00811 whole entry, looked up): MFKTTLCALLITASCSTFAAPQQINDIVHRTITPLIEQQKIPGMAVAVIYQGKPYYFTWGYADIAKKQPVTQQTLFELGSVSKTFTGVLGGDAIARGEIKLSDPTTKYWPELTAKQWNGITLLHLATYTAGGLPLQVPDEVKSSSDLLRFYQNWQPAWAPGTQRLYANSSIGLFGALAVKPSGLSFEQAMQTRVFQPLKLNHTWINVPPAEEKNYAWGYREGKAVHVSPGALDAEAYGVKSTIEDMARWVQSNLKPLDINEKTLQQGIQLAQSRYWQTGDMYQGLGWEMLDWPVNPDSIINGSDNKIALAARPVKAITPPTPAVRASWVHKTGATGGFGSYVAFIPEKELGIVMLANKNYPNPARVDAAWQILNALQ
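20 mM phosphate pH 7.0 + 0.01% (detergent screen) or 0.0001% Triton X-100; 5.3 nM AmpC reagent; cpd preinc 15 min RT; nitrocefin (800 uM stock) to start; A480 q20 s × 4 min; Activity was normalised to no-enzyme and no-compound control wells.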
The depositor's hits bear a star; ? = inconclusive; / = no result given; & = joins results of further samples; [ ] = dose if it differs, or a comment. Unless noted, the call rests on the fitted dose curve; in most records, active means well fitted curve in the direction sought with a large enough effect; inconclusive means small, poorly fitted or top-dose-only effect, or another doubt; inactive means no such curve, though single readings can be large; an effect the other way counts as inactive or inconclusive. The order is random; overall some 22% were active at least once.

cpd	Compound	Shiga inhibitor	Pf growth 96h	TbPYK inhibitor	LmPK inhibitor	Pf growth 48h	CHX counter	AmpC inh no detg
1	COc1ccc(NC(=O)C2CCN(C(=O)Cc3ccccc3)CC2)c(OC)c1	1	11%	-2%	5%	17%	-3	26%
2	CC1CN(C(=O)c2ccc3c(c2)OCO3)OC(c2ccccc2)O1 (stereo not drawn)	-2	0%	-6%	-4%	41%[activator]	-3	1%
3	CCn1cc(C(=O)NCCCN(C)c2ccccc2)c(=O)c2cc(S(=O)(=O)N(C)C)ccc21	-7	15µM*	-1%	2%	?	-2	97%[activator]
4	CC(=O)Nc1ccc(S(=O)(=O)Nc2nc3ccccc3nc2Nc2cccc(O)c2)cc1	3	23%	-1%	8%	16%	1	-24%
5	Cc1nc(-c2c(-c3ccc(O)cc3O)noc2C(F)(F)F)cs1	28	/	-5%	1%	?	11	-33%
6	S=C(Nc1ccccc1)c1ccccn1	80*	?	-1%	?	52%[activator]	47*	-25%&-15%
7	O=C(CCC(=O)N1C[C@H]2C[C@@H](C1)c1cccc(=O)n1C2)NCc1ccc(F)cc1	/	?	6%	/	-5%	/	-13%
8	CCn1cc(C(=O)NCCCN2CC(C)CC(C)C2)c2cc(OC)c(OC)cc2c1=O (stereo not drawn)	-4	-3%	-8%	-1%	-21%	-1	-28%
9	CCN(CC)CCOc1ccc(Br)cc1	15	2.6µM*	6%	-7%	4%	-2	-12%
10	O=C(O)c1ccc2c(c1)C(=O)N(c1cccc(-c3nc4ccccc4s3)c1)C2=O	61*	?	-4%	3%	97%[activator]	49*	-7%
11	O=[N+]([O-])c1ccc(N2CCOCC2)cc1SCc1ccco1	-5	42%[activator]	-13%	3%	0%	9	-8%
12	CCOCCOC(=O)C(C)Oc1ccc(Oc2nc(Cl)ccc2Cl)cc1 (stereo not drawn)	-2	120%[activator]	-2%	-2%	1%	-3	108%[activator]
13	COc1ccc(NC(=O)c2c(NC(=O)CNCc3ccco3)sc3c2CCC3)cc1	5	?	-5%	-2%	2.6µM*	8	2%
14	Cc1ccc(S(=O)(=O)CC(=O)Nc2cc(C)on2)cc1	-2	16%	-1%	-3%	?	1	-25%
15	CCC1C(=O)N=C(SCC(=O)Nc2ccccc2)NC1=O (stereo not drawn)	-2	-6%	3%	0%	-16%	-1	-13%
16	Cc1ccccc1OCC(=O)Nc1nnc(-c2ccncc2)s1	-12	15µM*	-4%	3%	4%	-1	-21%
17	Cc1ccc(S(=O)(=O)N(C)C)cc1NC(=S)NC1CCCC(C)C1C (stereo not drawn)	-3	?	0%	3%	-25%	-2	-31%
18	CC(=O)Nc1ccc(NC(=O)c2ccccc2CC[N+](=O)[O-])cc1	-10	-19%	-5%	-3%	?	-4	-12%
19	CCc1nnc(NC(=O)CSc2sc3c(O)cc(=O)[nH]c3c2C#N)s1	13	?	0%	-1%	26%	-5	-39%
20	CC(=O)N1c2ccc(S(=O)(=O)N3CCCCC3)cc2CC1C(=O)Nc1ccc(F)cc1C (stereo not drawn)	-5	250%[activator]	-8%	-8%	-20%	1	-5%
21	N#CCC(=O)Nc1ccc(C(=O)NCCC(c2ccccc2)c2ccccc2)cc1	30	?	-5%	2%	?	-4	7.9µM*
22	COc1ccc(OC)c(N2C(N)=NC(N)=NC23CCCC3)c1	-12	5%	-3%	-1%	-12%	-3	-20%
23	CC(=O)N1CCN=C1SCc1ccc(C(F)(F)F)cc1	5	?	-7%	-6%	5%	10	21%
24	CC1CCN(C(=O)c2ccc(CSc3nc4ccncc4n3Cc3ccc(F)cc3)cc2)CC1	13	?	6%	-2%	-11%	3	37%
25	COC(=O)c1cc2sccc2n1CC(=O)Nc1ccc(OC)c(OC)c1OC	-5	20%	4%	6%	2.1µM*	-1	14%
26	Cc1ccc(C(=O)COC(=O)C(C)N2C(=O)C3C4CCC(C4)C3C2=O)cc1 (stereo not drawn)	4	8.3µM*	-2%	5%	10%	11	28%
27	Fc1ccccc1N1CCN(c2cnc3ccccc3n2)CC1	82*	339%[activator]	3%	-3%	214%[activator]	56*	/
28	O=C(Cc1ccc(Cl)cc1)Nc1ccc2oc(-c3ccncc3)nc2c1	-15	5%	0%	8%	-16%	-1	-18%
29	CC(=O)Oc1cccc(N2C(=O)C3CC=C(Cl)CC3C2=O)c1 (stereo not drawn)	-2	?	2%	-2%	12µM*	-4	-27%
30	CCOC(=O)CNC(=O)C1CCC(CNS(=O)(=O)c2cccc3nsnc23)CC1 (stereo not drawn)	-3	56%[activator]	-3%	-1%	12%	-2	2%
31	COc1ccc(C(c2sc3ncnn3c2O)N2CCN(c3ccccc3F)CC2)cc1OC (stereo not drawn)	9	-8%	1%	-1%	?	20*	43%
32	Cc1ccc(OCCNC(=O)CCNS(=O)(=O)c2ccc(C)cc2)cc1	/	-3%	1%	/	?	/	14%
33	CN1CCN(C(=O)CCc2nnc3ccc(N4CCC5(CC4)OCCO5)nn23)CC1	13	5%	5%	0%	-2%	12	-8%
34	COc1ccc(C2C(C(=O)Nc3cccnc3)=C(C)Nc3nc(-c4ccco4)nn32)cc1 (stereo not drawn)	-16	6%	-5%	6%	/	-5	-9%
35	CCOC(=O)Nc1sc2nc(C)cc(C)c2c1-n1cccc1	-30	3%	-7%	3%	-5%	-5	43%
36	O=C1OC(/C=C/c2ccc(Cl)cc2)=NC/1=C/c1ccco1	-29	?	-3%	-7%	11%	24*	-9%
37	Cc1cccc(NC(=O)C2CCN(S(=O)(=O)c3ccc4c(c3)OCCCO4)CC2)n1	/	?	-4%	/	?	/	1%
38	CC(C)N(Cc1nc(-c2ccc(Cl)cc2)no1)Cc1nccn1C	6	?	-4%	3%	?	10	123%[activator]
39	CC(C)CN1C(=O)C(=O)N(CC(=O)N(C)CC(=O)Nc2ccc(Cl)c(C(F)(F)F)c2)C1=O	/	27%	1%	/	16%	/	94%[activator]
40	CC(=O)c1sc2nc(=O)c(C)nn2c1C	2	3.7µM*	-4%	5%	13%	-4	-13%
41	Cc1c(CCC(=O)N[C@@H](CCCNC(N)=O)C(=O)O)c(=O)oc2cc3oc4c(c3cc12)CCCC4	8	?	-1%	5%	-4%	-3	-7%
42	CCOc1ccc(CCNC(=O)CN(C)S(=O)(=O)c2cccs2)cc1OCC	/	?	-8%	/	?	/	27%
43	O=C(Nc1cc(S(=O)(=O)N2CCCCC2)ccc1N1CCCCC1)C1CC1	4	?	-4%	1%	10µM*	2	9%
44	Cc1ccc(NC(=S)NCc2ccco2)c(C)c1	34	-26%	-4%	1%	-13%	5	-27%
45	COc1cc(NC(=S)N2CCCCC2C)c(OC)cc1Cl (stereo not drawn)	32	?	-19%	-2%	13%[5.75 µM]	12	-7%[2.29 µM]
46	CCc1cc2c(=O)c(-c3cnn(-c4ccccc4)c3)c(C)oc2cc1OCC(=O)Nc1ccc(F)c(F)c1	13	-11%	5%	0%	-6%	-3	-32%
47	CNS(=O)(=O)c1cccc(C(=O)OCC(=O)Nc2ccccc2F)c1	-18	15%	4%	0%	14%	4	-14%
48	COc1cccc(COCC(O)Cn2cnc3cc(C)c(C)cc32)c1 (stereo not drawn)	-7	?	23%	-3%	-6%	2	25%
49	CC1(c2ccccc2Cl)NC(=O)N(CC(=O)c2ccc3c(c2)OCO3)C1=O (stereo not drawn)	/	2%	-2%	/	?	/	-36%
50	C#CCOCCOCCOCCNc1nc(N2CCN(C(=O)Cn3cc(CCCCN)nn3)CC2)nc(N2CCN(C(=O)[C@H](CCCCN)n3cc(CCC(=O)O)nn3)CC2)n1	/	-26%	2%	/	?	/	60%[activator]

Excerpt: compounds 26 to 27
cpd	Compound	Shiga inhibitor	Pf growth 96h	TbPYK inhibitor	LmPK inhibitor	Pf growth 48h	CHX counter	AmpC inh no detg
26	Cc1ccc(C(=O)COC(=O)C(C)N2C(=O)C3C4CCC(C4)C3C2=O)cc1 (stereo not drawn)	4	8.3µM*	-2%	5%	10%	11	28%
27	Fc1ccccc1N1CCN(c2cnc3ccccc3n2)CC1	82*	339%[activator]	3%	-3%	214%[activator]	56*	/

(more compounds)
cpd	Compound	Shiga inhibitor	Pf growth 96h	TbPYK inhibitor	LmPK inhibitor	Pf growth 48h	CHX counter	AmpC inh no detg
51	COc1ccc(CCCc2nnc(SCC(=O)Nc3ncc(C)s3)o2)cc1	3	?	-1%	14%	?	-3	-7%
52	CC(C)c1nc(SCC(=O)N2CCOCC2)c2c(=O)n(C)c(=O)n(C)c2n1	-6	-20%	-2%	-7%	/	-2	20%
53	NC(=O)c1nnsc1Sc1c(C(N)=O)nnn1-c1cccc(N)c1	22	16%	-7%	3%	?	-2	-21%
54	Cc1cc(-c2ccco2)n(CC(=O)NCCCc2ccccc2)n1	-7	16%	-10%	-4%	6%	-3	7%
55	COCCn1c(SCC(=O)N2CCCCCC2)nc2c(c1=O)SCC2	-17	?	5%	-5%	-12%	5	0%
56	O=C(COC(=O)Cn1cnc2ccccc21)NCCc1ccc(Cl)cc1	-7	/	-7%	1%	14%	-2	-2%
57	Cc1ccccc1NC(=O)Cn1c(NCC(C)O)nc2ccccc21 (stereo not drawn)	-9	-13%	4%	-1%	19%	6	-29%

Exported as labelled records: part of the list above
51	COc1ccc(CCCc2nnc(SCC(=O)Nc3ncc(C)s3)o2)cc1
  Shiga inhibitor: 3
  Pf growth 96h: ?
  TbPYK inhibitor: -1%
  LmPK inhibitor: 14%
  Pf growth 48h: ?
  CHX counter: -3
  AmpC inh no detg: -7%

52	CC(C)c1nc(SCC(=O)N2CCOCC2)c2c(=O)n(C)c(=O)n(C)c2n1
  Shiga inhibitor: -6
  Pf growth 96h: -20%
  TbPYK inhibitor: -2%
  LmPK inhibitor: -7%
  Pf growth 48h: /
  CHX counter: -2
  AmpC inh no detg: 20%
